GPR151 activ: human GPR151 activation | Q8TDV0 | PathHunter beta-arrestin GPR151 cells, luminescence | activation, % at 11.2 µM | 650,000 compounds, 1% hits | AID 1508602; in the data active = activation above about 4.9%;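 also: 0% = median of compound wells and 100% = cells with positive control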
Target sequence (Q8TDV0 whole entry, looked up): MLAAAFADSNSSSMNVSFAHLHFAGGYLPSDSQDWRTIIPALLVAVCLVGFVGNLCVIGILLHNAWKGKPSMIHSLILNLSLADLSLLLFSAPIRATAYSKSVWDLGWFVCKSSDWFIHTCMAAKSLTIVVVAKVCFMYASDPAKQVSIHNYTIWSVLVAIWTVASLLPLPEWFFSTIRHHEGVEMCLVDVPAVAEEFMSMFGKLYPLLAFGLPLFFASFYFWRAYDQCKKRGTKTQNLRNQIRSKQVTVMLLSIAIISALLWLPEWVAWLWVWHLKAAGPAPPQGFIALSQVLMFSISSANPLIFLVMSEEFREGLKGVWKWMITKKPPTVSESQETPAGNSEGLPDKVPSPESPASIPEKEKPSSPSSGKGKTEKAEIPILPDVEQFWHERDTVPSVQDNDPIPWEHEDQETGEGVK
FBW7 act: human FBW7 E3 ligase activation, primary screen | Q969H0 | AlphaScreen FBW7–phospho-cyclin E peptide binding, activator screen | normalized activity (activation), % at 26.1 µM | 650,000 compounds, 0.13% hits; in the data active = normalized activity above about 1.9%;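 also: purified mutant Fbw7 with reduced substrate affinity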
MITF primary: inhibitors of human MITF. O75030. AlphaScreen MITF homodimerization, bead proximity signal. inhibition, % at 2.6 µM. 650,000 compounds, 0.91% hits. AID 1259374; in the data active = inhibition above about 50%;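 also: 0% = vehicle wells with protein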
Target sequence (O75030 whole entry, looked up): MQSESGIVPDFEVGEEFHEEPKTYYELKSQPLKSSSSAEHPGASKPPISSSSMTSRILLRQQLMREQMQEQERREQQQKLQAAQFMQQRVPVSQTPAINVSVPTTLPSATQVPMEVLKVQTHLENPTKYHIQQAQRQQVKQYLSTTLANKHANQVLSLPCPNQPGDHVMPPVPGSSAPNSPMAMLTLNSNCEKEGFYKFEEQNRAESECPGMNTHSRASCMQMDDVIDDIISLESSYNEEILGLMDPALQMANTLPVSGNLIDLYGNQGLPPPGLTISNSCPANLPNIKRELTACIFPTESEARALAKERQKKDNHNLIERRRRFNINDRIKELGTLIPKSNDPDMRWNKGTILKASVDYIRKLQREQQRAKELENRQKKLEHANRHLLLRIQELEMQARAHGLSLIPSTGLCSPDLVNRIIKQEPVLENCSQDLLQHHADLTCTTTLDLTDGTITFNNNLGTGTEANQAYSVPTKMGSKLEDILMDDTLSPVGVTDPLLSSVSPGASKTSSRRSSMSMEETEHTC
TEAD-YAP block: TEAD-YAP interaction inhibition; 640,000 compounds, 1.4% hits; HEK-TIYL cells, TEAD-Gal4/YAP UAS-luciferase luminescence; inhibition, % at 9.12 µM; in the data active = inhibition above about 32%;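 also: 0% = median of test compound wells and 100% = reference inhibitor wells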
The depositor's hits bear a star; & = joins results of further samples. Rows were taken by chance, and some 3.4% of all compounds hit somewhere here.

nr | SMILES | GPR151 activ | FBW7 act
1 | Cc1ccc(NC(=O)c2ccc(CNc3c(N4CCOCC4)c(=O)c3=O)cc2)cc1 | 1.9 | -0.2
2 | Cc1cc(C(C)(C)C)ccc1OCCn1ccnc1 | -2.1 | 0.1
3 | O=C(N/N=C/c1ccc([N+](=O)[O-])o1)c1ccccc1[N+](=O)[O-] | 0.5 | -0.5
4 | Cc1c2cnn(-c3ccccc3)c(=O)c2c(C)n1C(C)C(=O)NC(C)C (stereo unspecified) | -0.3 | -0.1
5 | COc1ccc(NC(=O)CC(=O)Nc2ccc(OC)cc2OC)c(OC)c1 | -0.2 | 0.1
6 | COc1cccc(-c2nc3ccccn3c2NCC2CCCO2)c1OC (stereo unspecified) | -0.2 | 0.1
7 | Cc1cc(C)n(-c2nc3c([nH]2)c(=O)n(C)c(=O)n3C)n1 | -1.9 | 0.0
8 | CSCCC(NC(N)=O)C(=O)NCc1ccc(Cl)cc1 (stereo unspecified) | -0.9 | 0.5
9 | O=C(CN1C(=O)CC(c2ccccc2)=Nc2ccccc21)NCc1ccccc1 | -1.3 | 0.3
10 | CCC(C)NC(=O)c1ccc(C)cc1C (stereo unspecified) | -1.3 | -0.2
11 | CC(=O)Nc1ccc(-n2sc3c(c2=S)-c2cccc(C)c2NC3(C)C)cc1 | 4.3 | -0.1
12 | CCCNC(C)C(=O)C12CC3CC(CC(C3)C1)C2 (stereo unspecified) | -0.2 | 0.1
13 | COc1cc2ccccc2cc1C(=O)Nc1ccc2oc(-c3ccc(Br)cc3)nc2c1 | -0.9 | -0.2
14 | O=C(CN1CCN(Cc2ccc(F)cc2)CC1)Nc1ccc(F)cc1 | -0.4 | 0.1
15 | Nc1cccc(-c2cccc(C(=O)NCc3nc4ccccc4[nH]3)n2)c1 | 0.6 | 0.0

nr | MITF primary | TEAD-YAP block
1 | -9 | 13
2 | 70* | 1
3 | 2 | 4
4 | -6 | -6
5 | -12 | -3
6 | -4 | 27
7 | -5 | -18
8 | 5 | -1
9 | 17 | 13
10 | -6 | -2
11 | 5 | 1
12 | 8 | 2
13 | -4 | -14
14 | 9 | 4
15 | 1 | 4

Reformatted bar-delimited: part of the list above.
nr | molecule | GPR151 activ | FBW7 act | MITF primary | TEAD-YAP block
1 | Cc1ccc(NC(=O)c2ccc(CNc3c(N4CCOCC4)c(=O)c3=O)cc2)cc1 | 1.9 | -0.2 | -9 | 13
2 | Cc1cc(C(C)(C)C)ccc1OCCn1ccnc1 | -2.1 | 0.1 | 70* | 1
3 | O=C(N/N=C/c1ccc([N+](=O)[O-])o1)c1ccccc1[N+](=O)[O-] | 0.5 | -0.5 | 2 | 4
4 | Cc1c2cnn(-c3ccccc3)c(=O)c2c(C)n1C(C)C(=O)NC(C)C (stereo unspecified) | -0.3 | -0.1 | -6 | -6

Later entries.
nr | SMILES | GPR151 activ | FBW7 act
16 | COc1ccccc1NC(=O)c1cccc2nc3ccccc3nc12 | 0.5 | -0.1
17 | COC(=O)c1ccc(NC(=O)CCN2C(=O)c3ccccc3C2=O)cc1 | 3.4 | -0.1
18 | CCC(=O)N1CCc2cc(S(=O)(=O)NCc3cccc(OC)c3)ccc21 | -0.5 | -0.2
19 | OCCC1CN(C2CCCCCC2)CCN1Cc1ccccc1F (stereo unspecified) | 0.5 | -0.1
20 | CC(c1nccs1)N1C(=O)c2cccc(N3CCN(CC4CCCCC4)CC3)c2C1=O (stereo unspecified) | -1.0 | 0.0
21 | O=S(=O)(c1ccc(-c2csc(-c3ccccc3)n2)cc1)N1CCCC1 | 1.4 | 0.0
22 | O=C(NCc1ccccc1Cl)c1cccc(I)c1 | -1.5 | 0.5
23 | C=CCSc1nc(N)c2c3c(sc2n1)CCCC3 | -0.7 | -0.1
24 | CCn1c(/N=C(\C)c2cc(Cl)ccc2O)nc2ccccc21 | -1.0 | 0.5
25 | CCOc1ccc(NS(=O)(=O)c2ccc(NC(=O)c3ccccc3[N+](=O)[O-])cc2)cc1 | -0.1 | 0.6
26 | Cc1ccc(NC(=O)c2ccccc2NC(=O)c2cccc(S(=O)(=O)N3CCCC3)c2)c(C)c1 | -1.1 | -0.2
27 | CCOC(=O)c1cc(N2C(=O)C3C4C=CC(C(OC(C)=O)OC(C)=O)(O4)C3C2=O)ccc1Cl (stereo unspecified) | 1.1 | -0.2
28 | Cc1nc2scc(C)n2c(=O)c1S(=O)(=O)NN1CCOCC1 | 0.6 | 0.1
29 | O=C(Nc1ccc(Cl)cc1)C1C2C=CC3(O2)C1C(=O)N(Cc1ccc2c(c1)OCO2)C3C(=O)NC1CCCCC1 (stereo unspecified) | -0.4 | -0.2
30 | COc1ccc(OC)c(C2/C(=C(\O)c3ccc(Br)cc3)C(=O)C(=O)N2c2cc(C(C)(C)C)on2)c1 (stereo unspecified) | -0.1 | -0.1

nr | MITF primary | TEAD-YAP block
16 | -3 | 7
17 | -18 | 0
18 | -2 | 1
19 | 3 | -8
20 | 5 | 2
21 | 8 | 6
22 | -17 | -4
23 | 8 | -68
24 | 27 | -5
25 | -7 | 14
26 | -3 | 6
27 | -1 | 5
28 | -12 | 3
29 | -7 | -4
30 | 3 | 10

Additional structures
nr | SMILES | GPR151 activ | FBW7 act
31 | CCOC(=O)c1cccc(NC(=O)CCS(=O)(=O)c2ccc3c(c2)SCC(=O)N3)c1 | -0.1 | 0.2
32 | O=C(Nc1nnc(-c2cccc([N+](=O)[O-])c2)s1)c1ccc(N2C(=O)CCC2=O)cc1 | -1.1 | 0.0
33 | CSc1ccc(C(=O)N2CCc3nnc(CCNC(=O)C4CCCCC4)n3CC2)cc1 | -1.2 | 0.2
34 | O=C1CN(c2ccccc2NC(=O)C2(c3cccs3)CCCC2)CCN1 | 5.0* | -0.2
35 | COc1ccc(-c2nc(NC(=O)CCC(=O)O)sc2C)cc1 | 0.3 | -0.2
36 | CCn1cc(C(=O)Nc2cc(OC)ccc2OC)c(=O)c2ccc(C)nc21 | -1.3 | 0.0
37 | COC12CC3CC(CC(CO)(C3)O1)C2 | 3.5 | -0.1
38 | CCCCCCNC(=O)C(Cc1ccccc1)NS(=O)(=O)c1ccc(F)cc1 (stereo unspecified) | -0.9 | 0.2
39 | CCCCN(CC(=O)NCc1ccc(F)cc1)C(=O)c1ccco1 | 0.6 | 0.1
40 | COc1ccc2ccc(OC)c(C=O)c2c1 | -0.8 | -0.1
41 | CC(C)(CO)NC(=O)Nc1ccccc1 | 0.8 | 0.1
42 | CC(O)CNc1ccc(Cl)cc1[N+](=O)[O-] (stereo unspecified) | 0.1 | -0.1
43 | Cc1cc(C)c(C#N)c(SCc2nc3ccccc3[nH]2)n1 | -0.3 | 0.2
44 | CCCc1noc(-c2ccc(C)cc2)n1 | 0.2 | -0.2
45 | CC(C)N(CCNC(=O)c1cnc(Nc2ccc(-n3ccnc3)cc2)s1)C(C)C | -2.2 | 0.2

nr | MITF primary | TEAD-YAP block
31 | -2 | -1
32 | 3 | -12
33 | 8 | -6
34 | 11 | 8
35 | -1 | -11
36 | 6 | -9
37 | -11 | -6
38 | 7 | 14
39 | 15 | 0
40 | -8 | 0
41 | 9 | 9
42 | 19 | -9
43 | -2 | -54
44 | -5 | 5
45 | 18 | 14

Later entries:
nr | SMILES | GPR151 activ | FBW7 act
46 | COc1ccc(N2CC(C(=O)OCC(=O)Nc3cc(C)ccc3C)CC2=O)cc1 (stereo unspecified) | -0.9 | 0.2
47 | O=c1nc(N2CCOCC2)nc(N2CCOCC2)[nH]1 | 0.9 | -0.2
48 | CCN1C(=O)NC(c2ccc([N+](=O)[O-])cc2)C(C(=O)OCCOC)=C1C (stereo unspecified) | 0.2 | 0.1
49 | Cc1ccc(Nc2cc(S(=O)(=O)O)c(N)c3c2C(=O)c2ccccc2C3=O)cc1 | -2.7 | -1.0
50 | CCOC(=O)c1cnc2c(C)cc(Cl)cc2c1Nc1ccc(OCC)cc1 | -1.9 | 0.0
51 | O=C1c2ccccc2NC(c2ccc(Cl)cc2Cl)N1c1ccc(Cl)cc1 (stereo unspecified) | -0.4 | -0.1
52 | COc1ccc(C2C(C(=O)Nc3ccc(F)cc3Cl)c3ccccc3C(=O)N2Cc2ccc(F)cc2)cc1 (stereo unspecified) | 0.8 | 0.1
53 | COc1ccc(OC(C)C(=O)O/N=C(\N)c2ccc(Cl)cc2)cc1 (stereo unspecified) | 0.3 | 0.2
54 | O=C(O)C1Nc2c(F)cccc2C2C=CCC12 (stereo unspecified) | -0.9 | -0.4
55 | COc1ccc(-c2nn(-c3ccccc3)cc2/C=N/O)cc1[N+](=O)[O-] | 1.4&1.2 | -0.2&0.1
56 | Cc1ccc(-n2[nH]c(C)c(C=Nc3ccc(Cl)c([N+](=O)[O-])c3)c2=O)cc1C | -1.4 | -0.1
57 | Cc1cc(Cl)ccc1OCC(O)CN1CCN(c2ccccc2F)CC1 (stereo unspecified) | -1.5 | 0.7
58 | Cc1ccc(C(=O)Nc2nc3c(s2)C(=O)CC(C)(C)C3)cc1 | -1.3 | 0.0
59 | Cc1ccc(S(=O)(=O)N(C)CC(=O)Nc2ccc(Cl)cc2Cl)cc1 | -0.1 | 0.4
60 | CCOC(=O)c1ccc(N(C)S(=O)(=O)c2ccc(OC)cc2)cc1 | -0.3 | 0.3

nr | MITF primary | TEAD-YAP block
46 | 15 | 1
47 | 6 | 0
48 | 2 | -3
49 | 14 | 4
50 | -2 | 0
51 | 3 | -45
52 | 14 | 11
53 | -18 | -2
54 | 78* | 8
55 | -2&11 | -3&8
56 | 4 | -5
57 | 7 | -1
58 | 3 | -24
59 | -3 | 5
60 | 18 | -3

3 structures from above, sorted by formula weight, lowest first.
nr | SMILES | GPR151 activ | FBW7 act
55 | COc1ccc(-c2nn(-c3ccccc3)cc2/C=N/O)cc1[N+](=O)[O-] | 1.4&1.2 | -0.2&0.1
53 | COc1ccc(OC(C)C(=O)O/N=C(\N)c2ccc(Cl)cc2)cc1 (stereo unspecified) | 0.3 | 0.2
50 | CCOC(=O)c1cnc2c(C)cc(Cl)cc2c1Nc1ccc(OCC)cc1 | -1.9 | 0.0

nr | MITF primary | TEAD-YAP block
55 | -2&11 | -3&8
53 | -18 | -2
50 | -2 | 0

Following part.
nr | SMILES | GPR151 activ | FBW7 act
61 | Cc1ccc(/C(O)=C2/C(=O)C(=O)N(c3ccc(O)cc3)C2c2cccc(F)c2)cc1 (stereo unspecified) | 1.8 | 0.1
62 | COc1ccc2nc(C(Cl)(Cl)Cl)[nH]c(=O)c2c1 | 0.8 | 0.1
63 | O=C(c1ccc(Cl)c([N+](=O)[O-])c1)N1CCC(c2nc3ccccc3[nH]2)CC1 | 0.7 | -0.3
64 | O=C(NCC(O)c1ccc([N+](=O)[O-])cc1)C1=COCCO1 (stereo unspecified) | 1.5 | -0.2
65 | Cc1ccccc1CN1CCc2nnc(CCNC(=O)C3CCCO3)n2CC1 (stereo unspecified) | 1.7 | 0.0
66 | COc1ccccc1NC(=O)c1cc(-c2ccccc2)nc2ccc(Cl)cc12 | 1.3 | 0.2
67 | CCOC(=O)/C(C#N)=C/c1c(Oc2cccc(C)c2C)nc2ccccn2c1=O | -0.6 | -0.1
68 | CC(NC(=O)/C(C#N)=C/c1ccc(Cl)c([N+](=O)[O-])c1)c1ccccc1 (stereo unspecified) | 0.6 | 0.2
69 | O=C(Nc1ccc(Nc2ccccc2)cc1)c1ccc(C(=O)c2ccccc2)o1 | 2.8 | -0.1
70 | CCOC(=O)C1=NN(c2ccc(Cl)cc2)C2C(=O)N(c3cccc(Cl)c3)C(=O)C12 (stereo unspecified) | -0.4 | 0.2
71 | COc1cccc(CNCc2cc3sccc3n2C)c1 | 1.0 | -0.1
72 | COCCNc1c(-c2ccc(O)cc2)nc2ccccn12 | -1.5 | 0.1
73 | CS(=O)(=O)N(CC(=O)Nc1cccnc1)c1ccc(C23CC4CC(CC(C4)C2)C3)cc1 | 0.1 | 0.0
74 | COc1ccc(C(=O)NC2(C(F)(F)F)N=C3SCCN3C2=O)cc1OC (stereo unspecified) | 4.6 | -0.1
75 | Cc1ccccc1CSc1nc2ccccc2c(=O)n1CCC1=CCCCC1 | 0.3 | -0.1

nr | MITF primary | TEAD-YAP block
61 | -9 | 15
62 | 15 | 12
63 | 3 | -5
64 | 3 | 6
65 | 2 | 7
66 | 4 | 6
67 | 13 | -8
68 | -4 | -1
69 | 9 | 43*
70 | 8 | 2
71 | 7 | -5
72 | 10 | 14
73 | 13 | 1
74 | -9 | -8
75 | 4 | 6

The list goes on.
nr | SMILES | GPR151 activ | FBW7 act
76 | Cc1cccc(-n2cc(-c3ccccc3)c3c(N4CC(C)OC(C)C4)ncnc32)c1 (stereo unspecified) | 0.4 | -0.1
77 | COc1ccccc1N1CCN(C(=O)CCCn2c(=S)[nH]c3ccccc3c2=O)CC1 | 1.2 | 0.0
78 | Cc1ccc(N=C2NC(=O)CC(C(=O)Nc3ccccc3Cl)S2)cc1 (stereo unspecified) | 0.4 | -0.1
79 | CC(=O)Nc1cc(CNC/C(C)=C/c2ccccc2)cc(C(=O)N2CCN(C)CC2)c1 | -0.4 | 0.0
80 | OCC1CCCN1c1nc(Nc2ccc(N3CCOCC3)cc2)c2[nH]cnc2n1 (stereo unspecified) | 0.5 | -0.2
81 | CCOC(=O)C1CCN(c2nc3ccccc3nc2NS(=O)(=O)c2ccccc2)CC1 | 0.9 | 0.1

nr | MITF primary | TEAD-YAP block
76 | 16 | 11
77 | 5 | 1
78 | -9 | 1
79 | 9 | -2
80 | 4 | -17
81 | 7 | 6
